bovine MsrA act: bovine methionine sulfoxide reductase A activation. purified bovine MsrA, absorbance read-out. activation, % at 10.6 µM. hit rate 0.3% among 360,000; in the data active means activation above about 7.5%;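 further: 0% = vehicle and 100% = reference activator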
Rpn11 block: inhibitors of human proteasome Rpn11; human 26S proteasome, Ub4-pepOG fluorescence polarization; 20S core pre-blocked with epoxomicin; calls only at 20 µM; hit rate 0.59% among 360,000; AID 588493;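 active means inhibition at 20 µM, scaled to each plate's controls, above about 33%, limit read from the data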
CSN deneddyl inh: blocks human CSN-mediated cullin deneddylation. Q92905. Purified CSN, SCF-Nedd8-OG deneddylation, fluorescence polarization. inhibition, % at 12.5 µM. hit rate 0.38% among 360,000;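 active means pattern-corrected inhibition above about 35%, with an unprinted fluorescence ratio check between 0.5 and 1.5, limit read from the data, passing the limit was not always enough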;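 further: 0% = enzyme with substrate and 100% = substrate without enzyme; some results filed as inactive read as strong as hits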
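Assay system: Purified human Csn5 enzyme expressed in HEK293T cells | Amount: Enzyme 0.24 nM | Measured by: Fluorescence polarization readout | Medium: Tris/NaCl/DTT buffer, pH 7.5 | Compound dosing: One concentration, 12.5 µM, 0.25% DMSO | Times: 90 min incubation of compound, enzyme and substrate at room temperature | Control set: no-enzyme wells high, enzyme-with-substrate wells low | Read-out: % inhibition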
MsrA inh: bovine MsrA inhibition | purified bovine MsrA, absorbance read-out | inhibition, % at 15.5 µM | hit rate 0.75% among 360,000; in the data active means inhibition above about 4.5%;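 further: 0% = vehicle wells with enzyme and 100% = reference inhibitor wells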
eLon inh: inhibits E. coli Lon protease | hit rate 0.42% among 360,000 | purified E. coli Lon protease, fluorescence polarization | inhibition, % at 7.94 µM | AID 602123 | P0A9M0; in the data active means inhibition above about 13%, passing the limit was not always enough;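 further: 0% = enzyme with probe and DMSO and 100% = no enzyme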
Target sequence (P0A9M0 whole entry, looked up): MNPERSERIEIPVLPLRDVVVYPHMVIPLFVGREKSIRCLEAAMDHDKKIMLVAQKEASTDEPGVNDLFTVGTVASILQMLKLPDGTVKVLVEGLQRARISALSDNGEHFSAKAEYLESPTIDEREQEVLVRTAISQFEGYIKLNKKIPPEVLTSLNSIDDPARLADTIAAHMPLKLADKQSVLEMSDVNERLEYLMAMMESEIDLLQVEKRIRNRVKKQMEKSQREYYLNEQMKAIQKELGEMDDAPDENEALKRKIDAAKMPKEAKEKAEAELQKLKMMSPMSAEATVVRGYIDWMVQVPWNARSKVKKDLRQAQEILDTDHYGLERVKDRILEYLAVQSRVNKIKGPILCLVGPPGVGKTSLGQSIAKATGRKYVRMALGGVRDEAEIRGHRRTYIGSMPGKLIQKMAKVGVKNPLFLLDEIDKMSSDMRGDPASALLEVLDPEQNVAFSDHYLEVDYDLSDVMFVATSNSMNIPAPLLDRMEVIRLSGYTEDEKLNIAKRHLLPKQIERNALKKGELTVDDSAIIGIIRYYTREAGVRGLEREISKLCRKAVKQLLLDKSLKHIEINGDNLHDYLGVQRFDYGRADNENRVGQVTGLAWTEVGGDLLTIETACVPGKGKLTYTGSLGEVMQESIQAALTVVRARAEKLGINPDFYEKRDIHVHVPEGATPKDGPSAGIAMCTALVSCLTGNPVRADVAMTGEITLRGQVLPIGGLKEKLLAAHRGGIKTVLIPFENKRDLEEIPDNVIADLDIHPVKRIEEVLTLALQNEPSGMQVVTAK
MLLE-PAM2 inh: inhibitors of microRNA-mediated deadenylation, human PABP1 MLLE binding | P11940 | GST-MLLE / FITC-PAM2 fluorescence polarization | inhibition, % at 20 µM | hit rate 0.36% among 360,000 | AID 588489; in the data active means inhibition above about 35%, passing the limit was not always enough;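 further: plate controls were DMSO wells with GST-MLLE for no effect and wells lacking GST-MLLE protein for full effect; some results filed as inactive read as strong as hits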
Rin1-Abl PPI inh: inhibitors of human Rin1-Abl protein interaction; P00519+Q13671; TR-FRET Rin1/Abl binding, biochemical; inhibition, % at 7.35 µM; hit rate 0.4% among 360,000; AID 588664; in the data active means inhibition above about 5%, passing the limit was not always enough
FAS-TE inh: blocks the thioesterase domain of human fatty acid synthase; recombinant FAS-TE, OMFH fluorogenic substrate, fluorescence endpoint; inhibition, % at 15 µM; hit rate 0.67% among 360,000; AID 602261;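 active means compounds whose normalised, plate-corrected inhibition of enzyme fluorescence in the single-dose primary screen is 50% or more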;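 further: 0% = DMSO with enzyme and 100% = substrate without enzyme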
MT1-MMP act inh: blocks activation of human MT1-MMP | HT1080 RFP-PRO-GFP cells, GFP/RFP ratio fluorescence, overnight; percent of plate control window, DMSO zero | GFP/RFP ratio change, % at 20 µM | hit rate 0.061% among 360,000;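 active means GFP/RFP ratio change of at least 30% with cell ATP level not reduced by more than half and red fluorescence within 50% of control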; further: strong numbers were not always called active
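Read-out: GFP/RFP fluorescence ratio; Test system: RFP-PRO-GFP reporter HT1080 cells; Compound dosing: single-point 20 µM compound, 1% DMSO; Times: overnight compound exposure at 37 °C.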
An asterisk follows results filed as active; i = inactive; . = no result given; + = active, no number; & = joins results of further samples.

Structure	bovine MsrA act	Rpn11 block	CSN deneddyl inh	MsrA inh	eLon inh	MLLE-PAM2 inh	Rin1-Abl PPI inh	FAS-TE inh	MT1-MMP act inh
Cc1ccc(NC(=S)NCc2ccc(S(N)(=O)=O)cc2)cc1Cl	-2	i	-8	-0.7	1	-3	2	10	2
COc1cccc(NC(=O)CSc2nnc(-c3cccc(OC(C)C)c3)n2N)c1	-5	i	1	0.6	-7	-92	1	-3	0
CN(C)c1ccc(-c2ccnc3c2CC(C)(C(=O)NCc2cccc(Cl)c2)O3)cc1 (configuration not stated)	-8	i	-1	0.9	3	11	0	30	-3
CCOc1ccc(NC(=O)Cn2nnc3c(cnn3-c3ccc(F)cc3)c2=O)cc1	-2	i	0	-1.0	6	6	1	-2	-2
Cc1cc(NC(=O)CSc2ncnc3c2cnn3-c2ccccc2)no1	-7	i	3	-0.2	-5	-4	-4	-6	3
COc1ccc(CCNC(=O)c2cnn3c(C(F)F)cc(C)nc23)cc1OC	-1	i	-3	1.6	-5	-12	-1	-1	1
CC(=O)N1c2ccc(S(=O)(=O)NCC3CCC(C(=O)NC4CCC(C)CC4)CC3)cc2CC1C (configuration not stated)	-2	i	-4	1.3	6	-9	5	-14	-1
CC(C)(C)c1ccc(C(=O)NCCCNC(=O)c2cccnc2)cc1	0	i	3	-0.4	1	6	0	-4	6
Cc1cc(C(F)(F)F)n2[nH]c(=O)c(N=Nc3ccccc3)c2n1	-14	i	-14	3.1	4	-6	4	-4	14
COCCN1C[C@@H](CO)O[C@@H](n2cnc3c(NCc4cc(OC)c(OC)c(OC)c4)ncnc32)C1	-2	i	-4	0.4	-11	4	-3	-2	-4
COc1ccc(N=Nc2nc(-c3ccccc3)c(-c3ccccc3)[nH]2)cc1	-2	+	10	-0.6	-66	-67	-4	28	-9
COc1ccc(-n2nc(C(=O)NCC(=O)N3CCCCC3)c3ccccc3c2=O)c(OC)c1	-3	i	-1	0.6	4	-6	0	-5	1
CCN(CC)S(=O)(=O)c1ccc(OCC2CCCCO2)c([N+](=O)[O-])c1 (configuration not stated)	-2	i	-2	0.0	0	-4	-1	-3	4
COc1ccc(CNC(=O)C/C(C)=N/NC(=O)COc2ccc(C)cc2Br)cc1	-2	i	1	0.3	-9	-7	3	5	-2
CCCNC(=S)NNC(=O)c1cccs1	-4	i	1	-0.8	-7	-5	3	-4	2
CC(Oc1ccc(Br)cc1)C(=O)O/N=C(\N)c1ccncc1 (configuration not stated)	0	i	1	0.3	-1	-4	-3	12	14
OC(c1ccc(Cl)c(F)c1)c1ncc(-c2ccccc2Cl)[nH]1 (configuration not stated)	-1	i	0	-0.6	-9	4	-1	22	0
CCN1C(=O)CC(N2CCC(Nc3ccc(F)cc3)CC2)C1=O (configuration not stated)	-6	i	-1	-0.2	-7	-16	1	-4	2
COc1ccc(S(=O)(=O)N2CCC(C(=O)N3CCOCC3)CC2)cc1OC	-9	i	-1	1.6	-5	1	4	-11	1
COc1ccc(OCc2cc(C(=O)NC3CCOC(C)(C)C3)no2)c2ccccc12 (configuration not stated)	-8	i	4	1.2	-5	-7	-3	11	-6
C=CCn1c(SCC(=O)N2CCCC2)nc2c([nH]c3ccccc32)c1=O	-2	i	7	-0.8	-5	7	-2	-9	-1
COCCn1nnnc1CN1CCN(c2cccc(C(F)(F)F)c2)CC1	8.4*	i	0	-1.0	-6	-2	-1	6	4
O=C(NC(c1ccc(Cl)cc1)c1c(O)ccc2ccccc12)c1ccccc1 (configuration not stated)	-5	i	6	1.8	2	0	-2	17	-9
COC(=O)c1ccccc1OCCN1CCCCCC1	-9	i	0	-1.6	-7	0	4	-9	-1
CC(C)C[C@H](NC(=O)c1nc[nH]c1C(=O)NCc1ccccc1)C(=O)OC(C)(C)C	-1	i	-2	0.4	-9	-3	2	10	-5
CCS(=O)(=O)NCC(c1cccnc1)N1CCN(c2ccc(F)cc2)CC1 (configuration not stated)	0	i	0	0.0	-3	-3	1	-8	-3
c1ccc(-c2nc(N3CCOCC3)sc2-c2ccccc2)cc1	-1	i	-1	0.5	2	-22	-3	20	-3
CN1C(=O)SC(Nc2cccc3ccccc23)C1=O (configuration not stated)	2	i	6	0.2	1	14	3	-3	-8
Cc1ccc(S(=O)(=O)N2[C@@H](c3cccc(Cl)c3)C(C(=O)O)=CC[C@H]2c2cccs2)cc1	1	i	6	-0.7	-14	0	3	4	0
O=C(CNC(=O)c1cccc(Br)c1)N/N=C/c1cccs1	-12	i	7	0.6	12	-3	3	-8	11
COc1cc(C(=O)OCC(=O)Nc2cccc(S(=O)(=O)N3CCOCC3)c2)ccc1OCC(C)C	-3	i	-2	-0.6	-4	-17	3	18	2
C[C@@H]1CN([C@@H](C)CO)S(=O)(=O)c2ccc(C#CC3CCCCC3)cc2O[C@@H]1CN(C)Cc1cccnc1	1	i	5	-1.0	-1	-17	1	35	-26
Cc1ccc(S(=O)(=O)/C(=C/Cl)NC(=O)c2ccccc2)cc1	-6	i	1	0.7	1	8	-2	-12	-12
CN(C)C(=O)COC(=O)/C=C/c1cn(-c2ccccc2)nc1-c1cccs1	-3	i	12	1.0	1	-1	-1	8	-4
Cc1cc(Cl)ccc1OCC(=O)NCCOc1nc(N2CCCCC2)nc(N2CCOCC2)n1	-11	i	-4	-1.2	8	-2	1	28	-8
COc1ccc(S(=O)(=O)NC2CC(=O)N(c3ccc(C)c(C)c3)C2)cc1 (configuration not stated)	-1	i	-25	0.2	-13	18	0	2	0
COc1cccc(CNC(=O)CCNS(=O)(=O)c2cccs2)c1	0	i	2	-1.2	-13	-3	3	-10	-5
N#Cc1cnn(-c2cc(Cl)ccc2Cl)c1N	-7	i	10	0.4	2	5	5	-11	-4
COC(=O)c1ccccc1NC(=O)CN(c1ccc(C)cc1)S(C)(=O)=O	-4	i	2	-0.7	4	-9	0	10	-2
CCCN(CC(=O)Nc1ccccc1C)C(=O)c1ccc(N2CCCC(C)C2)c([N+](=O)[O-])c1 (configuration not stated)	-2	i	-1	1.6	-2	-5	-1	2	0
CCOC(=O)c1cc(C(=O)Nc2ccccc2F)nn1C	-1	i	-6	0.2	-5	2	-2	-3	-4
COc1ccccc1NC(=O)c1ccc(-c2ccc(Br)cc2)o1	-10	i	-5	1.9	-4	16	-14	22	-7
CC(C)C(=O)Nc1ccccc1-c1nc2ccccc2[nH]c1=O	-3	i	6	0.6	1	-10	2	-5	2
NS(=O)(=O)c1ccc(Sc2ccc3ccccc3c2)nc1	-13	i	4	-1.3	1	15	-18	4	2
Cc1nn(C(C)C(=O)NCc2cccs2)c(C)c1[N+](=O)[O-] (configuration not stated)	-4	i	-1	0.4	-8	11	0	-5	-5
COc1ccc(NC(=O)CCC(=O)OC(C(=O)c2ccccc2)c2ccccc2)cc1 (configuration not stated)	-2	i	4	0.6	-10	2	-4	-4	2
CNc1n[nH]c(-c2ccccc2)n1	0	i	2	-1.3	-9	2	-1	-5	0
CCOc1ccc(-n2c(Cc3cc(=O)[nH]c(=O)[nH]3)nnc2SCC(=O)Nc2nnc(C)s2)cc1	-5	i	6	-0.1	6	-2	1	-12	1

Shown as a hit in bovine MsrA act, among the entries above:
SMILES	bovine MsrA act	Rpn11 block	CSN deneddyl inh	MsrA inh	eLon inh	MLLE-PAM2 inh	Rin1-Abl PPI inh	MT1-MMP act inh
COCCn1nnnc1CN1CCN(c2cccc(C(F)(F)F)c2)CC1	8.4*	i	0	-1.0	-6	-2	-1	4

Next section:
Structure	bovine MsrA act	Rpn11 block	CSN deneddyl inh	MsrA inh	eLon inh	MLLE-PAM2 inh	Rin1-Abl PPI inh	FAS-TE inh	MT1-MMP act inh
COc1cc(C2C3=C(CC(c4ccco4)CC3=O)Nc3ccccc3N2C(C)=O)cc(OC)c1OC (configuration not stated)	-4	i	1	3.0	-3	3	-1	-2	-5
CCOC(=O)CNc1nc(Cl)nc(Nc2ccc(C)cc2)n1	-3	i	-6	0.8	1	6	-5	-10	-4
COc1ccc(NC(=O)C2CCCN2C(=O)Oc2ccccc2)cc1 (configuration not stated)	-8	i	-7	-0.8	5	-12	2	-6	0
O=C(Nc1ccc(C(F)(F)F)cc1)C1CCN(c2cnccn2)CC1	-4	i	2	0.0	-2	-12	0	4	1
CCc1ccc(-c2cc(C(=O)N/N=C/c3ccco3)[nH]n2)cc1	-3	i	7	0.8	5	-6	-2	3	-2
Cc1nc2nc[nH]n2c(=O)c1NC(=O)CC12CC3CC(CC(C3)C1)C2	-3&-2	i	1&2	0.2&-0.9	2&-7	3&0	0&-1	-3&-5	1&1
COc1ccc(-c2csc(N3CCN(c4cc(C)nc5ccccc45)CC3)n2)cc1OC	-5	i	2	0.8	-6	-13	-7	21	-9
CCOC(=O)[C@@H]1[C@H]2COc3ccccc3[C@H]2N2C(=O)N(c3ccc(C(F)(F)F)cc3)C(=O)[C@]12C	3	i	-1	1.9	1	-6	2	41	5
CCCN(CCC)CCCNC(=O)C1CCC(CNS(=O)(=O)c2cccc3nsnc23)CC1 (configuration not stated)	-1	i	3	.	-8	6	0	-5	0
O=C(Cn1c(CO)nc2ccccc21)NCc1ccc2c(c1)OCO2	-1	i	5	-1.1	-11	-38	-1	-3	-2
COc1ccc(C(=O)N/N=C/c2ccc(OC)c(CN3CCc4cc(OC)c(OC)cc4C3C)c2)cc1 (configuration not stated)	-5	i	-4	0.5	5	3	-3	-2	5
CCOC(=O)c1c(C)[nH]c(C)c1C(=O)COC(=O)CNC(=O)C1CCCCC1	-1	i	7	-1.4	3	-11	1	-7	4
O=C(O)c1nc(N2CCOCC2)nc(N2CCOCC2)n1	-7	i	-1	0.1	-7	-10	4	-9	-1

Screens as filed in PubChem BioAssay.
